Bioassay records deposited in PubChem by National Center for Advancing Translational Sciences (NCATS).
p53ts 39C kill – kills p53ts cells at the nonpermissive temperature | 1.5% of 130,000 active | Potency, µM (titrated, usually from 46.1 µM), for the others: at the top dose activity change, negative = cell killing, usual class: cytotoxic | H1299-p53A138V viability at 39C, ATP luminescence, 24 h; further: nearly all actives have a fitted effect of over 55% in size
IkB signaling – inhibitors of IkB signaling in ABC-DLBCL cells | 0.04% of 110,000 active | Potency, µM (titrated, usually from 57.1 µM), inactives show at the highest dose IkBa stabilization activation | ABC-DLBCL IkBa-CBG/CBR dual luciferase ratio, 4 h; response scale: scaled: untreated 0%, proteasome inhibitor 100%; active means well fitted curve in the direction sought with a large enough effect in the signal ratio, not every such curve was filed as active; inconclusive means small, poorly fitted or top-dose-only effect, or a change in a side signal; the % refers to the signal ratio;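 further: the direction sought is a rising ratio; 0% = basal untreated cells and 100% = reference inhibitor full response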
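Curves were fitted separately to fusion (green), unfused (red) and ratio luminescence, then classed by r2, magnitude and activity. Cells: OCI-Ly3, 4 h compound plus doxycycline at 37C; 10 uM MG-132 defined full response.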
Imprint erasure – inducers of genomic imprint erasure in mouse ES cells; 0.02% of 110,000 active; mouse ES Peg3-LacZ reporter, beta-gal luminescence, 40 h; Potency, µM (series often up to 60.7 µM), without a hit: at the highest dose activity change, positive = activation, hits mostly activators;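 further: 0% = negative control wells on the plate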
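Gelatin-coated wells received 300 freshly trypsinized female ES cells with a Peg3LacZ-Neo reporter on the maternal allele, then incubated 40 hours at 37C. BetaGlo was added for 5 minutes at room temperature before a single luminescence read.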
p53ts 32C kill – p53ts cell cytotoxicity, permissive temperature; AID 924; Potency, µM (highest dose often 46.1 µM), inactives show at the top dose activity change, negative = cytotoxicity, most hits filed as cytotoxic; H1299-p53A138V at 32C, ATP luminescence viability, 24 h; 0.93% of 130,000 active;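 further: 0% = DMSO and -100% = full killing by reference compound; nearly all actives have a fitted effect of over 55% in size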
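Viability by ATPlite luminescence after 24 h compound treatment (up to 46 uM) at the permissive 32C. Cells are H1299 carrying p53 A138V. Scale runs from DMSO basal to 100 uM tamoxifen as full kill; AC50 from Hill fits.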
An asterisk follows results filed as active; u = inconclusive; x = no result given; [ ] = another dose, or the depositor's remark. Unless noted, the call rests on the fitted dose curve; in most records, active means well fitted curve in the direction sought with a large enough effect; inconclusive means small, poorly fitted or top-dose-only effect, or another doubt; inactive means no such curve, though single readings can be large; an effect the other way counts as inactive or inconclusive. Unless noted, on the % scale 0 is the no-effect control and ±100 the full control effect; potency means the concentration at half of the fitted maximal effect.

SMILES	p53ts 39C kill	IkB signaling	Imprint erasure	p53ts 32C kill
Cc1ccccc1NS(=O)(=O)c1nnc(NC(=O)c2ccc(Cl)cc2)s1	-27%	-1.5%	-11%[10.9 µM]	-12%
Cc1ccc(CCNC(=O)c2ccc(CS(=O)(=O)Cc3ccccc3F)o2)cc1	-2%	u	-9%[10.9 µM]	6%
CC(C)C(NS(=O)(=O)c1ccc2c(c1)oc(=O)n2C)C(=O)N1CCN(c2cccc(Cl)c2)CC1 (configuration not stated)	-8%	u	3%[10.9 µM]	18%
CCCCN(CCCNC(=O)c1cc(Nc2ccc(OC)cc2OC)nc2ccccc12)Cc1ccccc1	-20%	u	-9%[10.9 µM]	-7%
Nc1nc(N)c(S(=O)(=O)c2ccccc2)c(Nc2ccc(F)cc2)n1	20%	2.3%	15%[10.9 µM]	10%
CC1=C(C(=O)Nc2ccccc2C)C(c2ccc[nH]2)n2ncnc2N1 (configuration not stated)	-13%	0.6%	-9%[10.9 µM]	-3%
Oc1c(-c2cc(-c3ccco3)[nH]n2)ccc2ccccc12	u	u	-34%[inhibitor]	u
O=C(Nc1ccccc1)N[C@H]1C[C@H](C(=O)O)Nc2cc(Cl)cc(Cl)c21	-2%	0.3%	-1%	-1%
Cc1nn(-c2ccc(N3CCCCC3)nn2)c(C)c1CCC(=O)NCc1ccc(F)cc1	-16%	u	-10%[10.9 µM]	-11%
COc1ccc(-c2nc(CN3CCC(C(=O)NCc4ccc(C)cc4)CC3)c(C)o2)cc1OC	-24%	2.4%	-11%[10.9 µM]	-3%
CCCN(Cc1cc2cc(C)ccc2[nH]c1=O)S(C)(=O)=O	-5%	u	-1%	13%
O=C1CCCCCN1CP(=O)(O)CN1CCOCC1	2%	0.8%	-1%	-2%
CCOc1ccc(C(=O)N(CN2CCCC2=O)c2ccccc2)cc1	-9%	0.2%	-4%	0%
Clc1ccccc1OCc1nnc(-c2ccccc2Br)o1	-11%	0.1%	-12%	-6%
Cc1ccc(Nc2nc3ccccc3c3nnc(C)n23)cc1Cl	-5%	u	-8%[10.9 µM]	-5%
Fc1ccccc1N1CCN(c2ncnc3onc(-c4cccc(Cl)c4)c23)CC1	-13%	u	12%[10.9 µM]	-3%
O=C(CCCOc1ccc(Cl)cc1Cl)N1CCc2ccccc2C1	-18%	x	x	-13%
O=C(NC1CCCCC1)N1CCc2ccccc21	-18%	u	-66%[inhibitor]	-22%
O=C1CN(C(=O)c2ccccc2)C(c2ccc(F)cc2)c2cc(Br)ccc2N1 (configuration not stated)	10%	u	-4%[10.9 µM]	8%
CCOc1ccccc1Nc1ccc(N)cc1S(=O)(=O)O	-3%[9.22 µM]	4.1%[11.4 µM]	-8%[10.9 µM]	3%[9.22 µM]
CC(C)c1nc2n(n1)C1(CCCCC1)[C@@H]1CCCC[C@@H]1N2	18%	0.1%	20%[10.9 µM]	-1%
COc1ccc(NC(=O)CSc2cc(-c3ccccc3)nc(C)n2)cc1	-10%	u	-15%[10.9 µM]	-7%
CCc1nc(SCC(=O)c2ccc(C)c(C)c2)n[nH]1	1%	-0.7%	-9%	-2%
O=C(NCc1ccccc1Cl)C1CCCN(S(=O)(=O)c2cccc3nsnc23)C1 (configuration not stated)	13%	-0.8%	u	-6%
CCc1ccccc1NC(=O)Cn1c(SCc2ccc(F)cc2)nc2ccncc21	u	u	-6%[10.9 µM]	-21%

19 neighbouring records already listed, quoted:
SMILES	p53ts 39C kill	IkB signaling	Imprint erasure	p53ts 32C kill
Cc1ccc(CCNC(=O)c2ccc(CS(=O)(=O)Cc3ccccc3F)o2)cc1	-2%	u	-9%[10.9 µM]	6%
CC(C)C(NS(=O)(=O)c1ccc2c(c1)oc(=O)n2C)C(=O)N1CCN(c2cccc(Cl)c2)CC1 (configuration not stated)	-8%	u	3%[10.9 µM]	18%
CCCCN(CCCNC(=O)c1cc(Nc2ccc(OC)cc2OC)nc2ccccc12)Cc1ccccc1	-20%	u	-9%[10.9 µM]	-7%
Nc1nc(N)c(S(=O)(=O)c2ccccc2)c(Nc2ccc(F)cc2)n1	20%	2.3%	15%[10.9 µM]	10%
CC1=C(C(=O)Nc2ccccc2C)C(c2ccc[nH]2)n2ncnc2N1 (configuration not stated)	-13%	0.6%	-9%[10.9 µM]	-3%
Oc1c(-c2cc(-c3ccco3)[nH]n2)ccc2ccccc12	u	u	-34%[inhibitor]	u
O=C(Nc1ccccc1)N[C@H]1C[C@H](C(=O)O)Nc2cc(Cl)cc(Cl)c21	-2%	0.3%	-1%	-1%
Cc1nn(-c2ccc(N3CCCCC3)nn2)c(C)c1CCC(=O)NCc1ccc(F)cc1	-16%	u	-10%[10.9 µM]	-11%
COc1ccc(-c2nc(CN3CCC(C(=O)NCc4ccc(C)cc4)CC3)c(C)o2)cc1OC	-24%	2.4%	-11%[10.9 µM]	-3%
CCCN(Cc1cc2cc(C)ccc2[nH]c1=O)S(C)(=O)=O	-5%	u	-1%	13%
O=C1CCCCCN1CP(=O)(O)CN1CCOCC1	2%	0.8%	-1%	-2%
CCOc1ccc(C(=O)N(CN2CCCC2=O)c2ccccc2)cc1	-9%	0.2%	-4%	0%
Clc1ccccc1OCc1nnc(-c2ccccc2Br)o1	-11%	0.1%	-12%	-6%
Cc1ccc(Nc2nc3ccccc3c3nnc(C)n23)cc1Cl	-5%	u	-8%[10.9 µM]	-5%
Fc1ccccc1N1CCN(c2ncnc3onc(-c4cccc(Cl)c4)c23)CC1	-13%	u	12%[10.9 µM]	-3%
O=C(CCCOc1ccc(Cl)cc1Cl)N1CCc2ccccc2C1	-18%	x	x	-13%
O=C(NC1CCCCC1)N1CCc2ccccc21	-18%	u	-66%[inhibitor]	-22%
O=C1CN(C(=O)c2ccccc2)C(c2ccc(F)cc2)c2cc(Br)ccc2N1 (configuration not stated)	10%	u	-4%[10.9 µM]	8%
CCOc1ccccc1Nc1ccc(N)cc1S(=O)(=O)O	-3%[9.22 µM]	4.1%[11.4 µM]	-8%[10.9 µM]	3%[9.22 µM]

Next section
SMILES	p53ts 39C kill	IkB signaling	Imprint erasure	p53ts 32C kill
CC(=O)N(CC(=O)O)c1ccccc1C(=O)O	10%	2.8%	2%	1%
COC(=O)[C@H](Cc1ccccc1)NC(=O)NCc1ccc(S(N)(=O)=O)cc1	6%	0.6%	-9%	6%
CC1(C)Oc2ccc3ccc(=O)oc3c2/C(=C/N)C1=O	5%	-2.7%	6%	-2%
COCCNC(=O)c1ccc2c(c1)N(Cc1cc(C)ccc1C)C(=O)c1ccccc1S2=O (configuration not stated)	-6%	u	-6%[10.9 µM]	2%
N#Cc1cc2sc3nnc(-c4ccncc4)n3c2cc1C#N	3%	2.6%	-26%	-12%
O=C(NC1CC(=O)N(c2ccc(Cl)cc2)C1)C1CCCC1 (configuration not stated)	-9%	0.4%	19%[10.9 µM]	0%
COc1ccc(C(=O)Nc2ccc(S(=O)(=O)N3CCOCC3)cc2)cc1OC	-4%	x	x	3%
C=CCNC(=O)C1CCN(S(=O)(=O)CC)CC1	-5%	-0.9%	-9%	-2%
COC(=O)c1ccccc1NC(=O)CCn1c(=O)c2cccn2c2cccnc21	-25%	-0.4%	1%[10.9 µM]	6%
O=C(CSc1ncn[nH]1)NC1CC2CCC1C2 (configuration not stated)	15%	1.5%	-12%	7%
Cc1ccc(Cl)cc1NC(=O)Nc1cn(CC(C)C)c(=O)c2ccccc12	-15%	u	-12%[10.9 µM]	-8%
COCCn1nnnc1C(c1ccccc1)N1CCN(Cc2ccc3c(c2)OCO3)CC1 (configuration not stated)	8%	-0.1%	1%	5%
Cc1cc(CN2C(=O)c3ccccc3C2=O)cc(N2CCOCC2)c1	2%	3.2%	-8%	7%
C=CCn1c(COc2ccccc2F)nnc1SCC(=O)NC(=O)NCc1ccco1	3%	1.4%	-1%	8%
Cc1cccc(C)c1NC(=O)Cn1cc(C(=O)C2CC2)c2ccccc21	3%	-1.1%	-9%[10.9 µM]	6%
CCOC(=O)c1c(NC(=O)CSc2nnc(-c3ccc(OC)cc3)o2)sc2c1CCC2	2%	0.4%	0%	-9%
CCOC(=O)CCC(=O)N1CCNC(=O)C1	19%	-1.0%	18%	8%
C=CCn1c(SCC(=O)Nc2cc(NC(C)=O)ccc2OC)nnc1-c1ccccn1	0%	-0.5%	0%	4%
CCn1cc(C2=NOC(C(=O)Nc3cc(C)nn3-c3ccccc3)C2)c(C)n1 (configuration not stated)	4%	x	x	10%
CCCN1C(C(=O)c2ccccc2)=C(OC(=O)c2ccc(F)cc2)c2ccccc2S1(=O)=O	-6%	u	-9%[10.9 µM]	19%
COC(=O)c1scc(-c2ccc(C)cc2)c1S(=O)(=O)Nc1ccc(F)cc1F	-22%	u	-9%[10.9 µM]	-9%
Cc1c(N=Cc2cccnc2)c(=O)n(-c2ccccc2)n1C	14%	x	x	7%
COc1ccc(CNC(=O)c2cc(-c3cccc(OC)c3)on2)cc1	-3%	11%	-22%	-5%
Nc1c(-c2nc(-c3cccs3)no2)nnn1-c1ccccc1Cl	u	-0.5%	-14%[10.9 µM]	-24%
CNc1nc2c(c(=O)n(C)c(=O)n2C)n1Cc1ccccc1	-18%	3.6%	-19%	-4%

Going on with the list:
SMILES	p53ts 39C kill	IkB signaling	Imprint erasure	p53ts 32C kill
O=C(COc1ccccc1O)Nc1ccc(Cl)cc1	-5%	u	-6%	-5%
OC(COc1ccc2cc(Br)ccc2c1)CN1CCCC1 (configuration not stated)	-19%	11%	-29%	-9%
COc1ccc(C)cc1NC(=O)Cn1c(=O)ccc2cc(S(=O)(=O)N3CCC(C)CC3)ccc21	-4%	-1.1%	-10%[10.9 µM]	-1%
Cc1ccc(C(=O)Nc2ccc3c(c2)n(C)c(=O)c(=O)n3C)cc1	-18%	-1.4%	10%[10.9 µM]	-14%
COc1ccc(NC(=O)C2CCCN(S(=O)(=O)c3cnc[nH]3)C2)cc1 (configuration not stated)	7%	8.6%	11%	-3%
COc1ccc(/C=N/n2c(=O)[nH]c3c([nH]c4ccc(C)cc43)c2=O)cc1CN1CCOCC1	5%	6.8%	-9%	0%
CCOc1ccc(C(=O)N2CCc3cc(OC)c(OC)cc3C2COc2ccc3c(C)cc(=O)oc3c2)cc1OCC (configuration not stated)	-2%	-2.0%	23%[10.9 µM]	8%
O=S(=O)(c1ccccc1)N1CCN(S(=O)(=O)c2ccccc2)C1	5%	2.0%	7%	-9%
COc1cc(-c2nnc3sc(Cc4ccc(Cl)cc4)nn23)cc(OC)c1OC	-1%	-0.7%	3%	-3%
CC1CN(Cc2cc(=O)n3ccsc3n2)CC(C)O1 (configuration not stated)	-9%	2.9%	-4%	4%
O=C(Nc1nc2c(s1)CCCC2)c1cccnc1	-23%	x	x	-30%
CC(=O)N1CCc2c(sc3c2c(=O)n(Cc2ccccc2)c(=O)n3CC(=O)Nc2ccc(C)c(F)c2)C1	-5%	u	-2%[10.9 µM]	-1%
Cn1c(C(=O)NCc2ccc(F)cc2)cc2cc(S(=O)(=O)N3CCCCC3)ccc21	-22%	u	-18%[10.9 µM]	8%
c1ncc(CC2CCNCC2)[nH]1	11%	0.0%	-14%	-2%
